PfHsp90 set2 = growth inhibition of yeast expressing Plasmodium Hsp90 | S. cerevisiae expressing PfHsp90, BacTiter-Glo ATP, 48 h; yeast lacking PDR1 and PDR3 efflux regulators | inhibition, % at 9.4 µM | 0.32% of 310,000 active | AID 504621;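 active = every replicate shows inhibition above about 80%, whatever the replicate mean, limit read from the data; inconclusive = mean inhibition reaches the set limit but some replicate falls short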;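 note: 0% = DMSO neutral controls and 100% = 20 µM radicicol positive controls; yeast relying on Plasmodium falciparum Hsp90 in place of its own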
phage Ecoli inh = E. coli growth loss with phage present; growth absorbance; inhibition, % at 11.9 µM; 0.26% of 360,000 active; in the data active = inhibition above about 11%
CAL PDZ FP = human CAL PDZ-peptide interaction inhibition | Q9HD26 | purified CAL PDZ, TMR-peptide fluorescence polarization, 1 h | inhibition, % at 20 µM | 0.02% of 330,000 active | AID 504414;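 active = highest replicate inhibition of at least 40%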;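 note: plate controls were DMSO neutral control wells for no effect and unlabeled competitor peptide control wells for full effect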
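Read-out basis: mP drop reported as inhibition | Assay system: Tagged CAL PDZ protein CerCALP, purified | Benchmarks: Unlabelled peptide for full inhibition, DMSO wells as neutral | Schedule: 1 h incubation at room temperature before polarization reading | Buffer or medium: Sodium phosphate/NaCl buffer pH 7.4 with TCEP, IgG, Thesit | Doses: Single point, 20 µM | Measured by: Fluorescence polarization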
DAGLB inhibitor = diacylglycerol lipase beta (human) inhibition; inhibition, % at 5.17 µM; 0.059% of 340,000 active; Q8NCG7; HEK293T DAGLB membrane lysate, EnzChek fluorogenic substrate; AID 504411; in the data active = inhibition above about 34%;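 note: 0% = enzyme with vehicle and 100% = wells lacking enzyme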
Target sequence (Q8NCG7 whole entry, looked up): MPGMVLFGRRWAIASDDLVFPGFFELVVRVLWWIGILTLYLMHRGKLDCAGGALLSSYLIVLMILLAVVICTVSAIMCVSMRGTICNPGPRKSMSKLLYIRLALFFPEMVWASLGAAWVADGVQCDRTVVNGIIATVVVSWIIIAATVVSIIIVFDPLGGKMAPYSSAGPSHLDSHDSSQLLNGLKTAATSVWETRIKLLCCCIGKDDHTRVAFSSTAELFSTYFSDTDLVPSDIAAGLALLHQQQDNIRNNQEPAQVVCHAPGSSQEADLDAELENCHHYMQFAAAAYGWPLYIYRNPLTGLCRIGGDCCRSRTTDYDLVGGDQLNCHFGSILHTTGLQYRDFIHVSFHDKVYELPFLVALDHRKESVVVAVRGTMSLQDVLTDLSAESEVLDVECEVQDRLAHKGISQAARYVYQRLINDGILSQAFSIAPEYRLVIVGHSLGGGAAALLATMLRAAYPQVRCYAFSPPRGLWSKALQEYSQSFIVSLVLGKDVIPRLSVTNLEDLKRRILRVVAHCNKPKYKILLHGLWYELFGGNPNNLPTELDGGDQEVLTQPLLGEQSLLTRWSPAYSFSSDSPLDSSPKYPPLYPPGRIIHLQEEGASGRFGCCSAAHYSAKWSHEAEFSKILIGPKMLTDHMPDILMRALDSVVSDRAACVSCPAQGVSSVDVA
Wnt bcat act = Wnt/beta-catenin pathway activation; Wnt/beta-catenin reporter cell assay, activator, plate reader; activation, % at 9.35 µM; 1.2% of 300,000 active; AID 743398; in the data active = activation above about 30%, passing the limit was not always enough; inconclusive = no clear call, values can overlap the other calls;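 note: 0% = neutral control wells and 100% = positive control wells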
PvdQ inh = blocks Pseudomonas aeruginosa PvdQ acylase activity | purified PvdQ acylase, fluorescence plate reader | inhibition, % at 10 µM | 0.063% of 340,000 active; in the data active = inhibition above about 30%, passing the limit was not always enough; inconclusive = no clear call, values can overlap the other calls;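 note: 0% = vehicle neutral wells and 100% = reference inhibitor wells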
AddAB inh = less growth of phage-infected E. coli with AddAB | E. coli expressing H. pylori AddAB, absorbance growth | inhibition, % at 11.9 µM | 0.29% of 330,000 active; in the data active = inhibition above about 12%;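 note: 0% = vehicle wells of infected cells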
Rtt109 Vps75 = inhibitors of Candida albicans Rtt109/Vps75 histone acetyltransferase; Q5AAJ8; purified Rtt109/Vps75, ThioGlo CoA-SH fluorescence, 4 h; inhibition, % at 34.9 µM; 0.16% of 330,000 active;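 active = inhibition of at least 50% in every replicate; inconclusive = best replicate reaches 50% inhibition but some replicates fall short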
Target sequence (Q5AAJ8 whole entry, looked up): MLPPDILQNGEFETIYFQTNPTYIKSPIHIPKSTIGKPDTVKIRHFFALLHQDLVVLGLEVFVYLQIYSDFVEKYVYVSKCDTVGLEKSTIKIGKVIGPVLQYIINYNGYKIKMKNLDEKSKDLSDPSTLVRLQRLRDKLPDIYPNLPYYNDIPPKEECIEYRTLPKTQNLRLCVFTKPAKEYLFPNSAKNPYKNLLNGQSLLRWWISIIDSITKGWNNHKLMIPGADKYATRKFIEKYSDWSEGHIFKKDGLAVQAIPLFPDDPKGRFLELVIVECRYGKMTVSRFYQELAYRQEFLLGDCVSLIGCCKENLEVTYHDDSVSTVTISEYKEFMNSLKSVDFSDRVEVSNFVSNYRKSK
Tat transport = blocks Tat-dependent protein export in E. coli; E. coli MC4100 TorA-mCherry Tat export, fluorescence; inhibition, % at 10 µM; 0.036% of 340,000 active; AID 488895;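 active = mean replicate inhibition at least 50% and at least half of replicates individually reaching 50%; inconclusive = only one of the two criteria met; inactive = neither criterion met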;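 note: exported cargo escapes ClpAP degradation while cytoplasmic cargo is degraded and loses fluorescence; 0% = median of neutral control wells and 100% = median of NaSCN control wells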
E coli growth = reduces bacterial viability in AddAB counter-screen; 0.27% of 330,000 active; inhibition, % at 11.9 µM; E. coli V3065 growth, OD600 absorbance, 18 h;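 active = inhibition above the campaign's mean inhibition across all tested compounds plus 3 SD, cut at about 9.9% in these data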;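 note: uninfected addAB+ strain grown without phage in ampicillin broth; 0% = DMSO wells and 100% = ciprofloxacin 0.95 µg/ml wells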
* hit, by the source's call; u = inconclusive; x = not tested or not shown.

SMILES	Wnt bcat act	PvdQ inh	PfHsp90 set2	AddAB inh	DAGLB inhibitor	Tat transport	phage Ecoli inh	E coli growth	Rtt109 Vps75	CAL PDZ FP
CCCCCCC1CCC(C(=O)Nn2c(C)nc3ccccc3c2=O)CC1 (stereo not drawn)	-2	-10	15	-1.0	1	2	2.4	-4.4	3	-0.1
Cc1ccc(S[C@@H](CCN2CC[C@H](NC(=O)OCc3ccccc3)CCC2=O)c2ccccc2)cc1	-6	-11	11	1.1	-4	6	0.6	-2.7	1	0.2
O=C(CSc1nnc(NC(=O)C2CC2)s1)Nc1ccccc1Cl	0	-23	12	1.0	-2	-6	0.2	-1.1	3	-2.2
COc1ccc(NC(=O)COc2ccc(/C=N/n3c(C)nnc3C)cc2OC)cc1	x	-22	-3	1.1	1	-12	1.4	-0.3	-2	-0.7
O=c1c2ccccc2[nH]c(=S)n1CC1CCCO1 (stereo not drawn)	-1	0	12	2.4	-4	-5	2.4	0.4	-4	0.1
CCCCc1c(O)nc(SCC(=O)O)[nH]c1=O	-2	-13	21	1.3	-1	-4	5.9	1.1	0	-2.2
CCOC(=O)c1cn(CC)c2cc(N3CCOCC3)c(F)cc2c1=O	-2	8	10	58*	-2	6	6.9	53*	-30	-0.4
OC(COc1ccc2cc(Br)ccc2c1)CN1CCCC1 (stereo not drawn)	19	-6	12	-1.3	2	6	1.0	-3.2	0	-1.5
Cc1onc(-c2ccccc2)c1C(=O)n1cc(Br)cn1	x	3	-7	1.7	2	-2	2.1	-0.2	-13	0.1
CCCn1c2c(c(O)c(C(=O)Nc3ncccc3C)c1=O)CCCC2	-2	-1	0	1.9	0	-3	0.0	-3.5	7	-1.9
N/C(=N\OS(=O)(=O)c1ccccc1)c1cccnc1	x	-10	-29	5.4	2	u	3.6	0.2	-6	-1.1
COc1cc(NS(=O)(=O)c2ccc(NC(=S)NC(=O)/C=C/c3ccc(OC)c(OC)c3)cc2)ncn1	-2	4	-7	0.3	3	3	2.6	-2.5	16	0.2
Cn1c(=O)n(C)c2cc(N3CCCC3)c(NC(=O)c3cccc(F)c3)cc21	1	-7	-3	0.2	4	0	0.8	-1.9	3	-0.4
CC(C)C(=O)c1cn(CC(=O)N2CCCc3ccccc32)c2ccccc12	-5	1	x	2.7	-21	8	2.3	1.0	7	-2.8
COc1ccc(NC(=O)Nc2cc(C)ccc2F)cc1OC	29	2	-6	4.4	-2	2	4.1	-1.3	x	-3.4
CC(C(=O)Nc1ccc2c(c1)OCO2)N1CCN(C)CC1 (stereo not drawn)	2	-7	17	-1.5	0	-9	-1.1	-1.4	8	-1.4
CCCNC(=O)CCNC(=O)c1ccc(C(C)(C)C)cc1	x	-12	6	1.4	2	4	0.1	-1.0	-12	-0.5
COc1ccc2nc(NC(=O)CS(=O)(=O)Cc3ccccc3)sc2c1	1	6	15	1.1	3	-13	2.6	1.2	0	-0.3
CN(C)c1ccc(-c2nnc(-c3ccc(S(=O)(=O)C(F)F)cc3)o2)cc1	x	-11	1	5.0	0	-2	2.2	0.4	-4	-0.1
O=C(Cc1cccs1)N/N=C/C=C/c1ccccc1[N+](=O)[O-]	-1	x	x	4.3	x	x	3.8	-0.5	x	x
CCOc1ccccc1N1CCN(C(=O)Cc2ccc(S(=O)(=O)N3CCOCC3)s2)CC1	-7	-2	x	-2.4	-2	-4	4.5	1.4	6	-2.6
CNC(=O)COc1ccc(-c2nn(C)c(=O)c3ccccc23)cc1	x	-4	x	-1.8	2	-5	1.3	-0.4	x	-1.6
NC(=O)C1=C[C@H](c2ccc(Br)cc2)C[C@H](OCc2ccc(CO)cc2)O1	5	-9	x	3.2	-1	-1	3.3	1.9	13	-0.1
CCOc1ccc(OCCC(=O)N(CC)CC(=O)NCc2cccs2)cc1	3	-17	2	2.5	0	-7	0.7	1.9	-7	-0.7
CCn1cc(/C=C/C(=O)Nc2ccn(Cc3c(F)c(F)cc(F)c3F)n2)cn1	10	-6	1	3.9	5	2	2.5	0.0	-1	-1.5
COc1cc(/C=N/NC(=O)c2ccncc2)ccc1OC(=O)c1cc(OC)c(OC)c(OC)c1	0	-8	-23	2.2	-1	-8	-3.4	-1.8	-7	-3.5
CCOC(=O)CC1C(=O)NCCN1S(=O)(=O)c1ccc(NC(C)=O)cc1 (stereo not drawn)	-1	2	2	0.1	-4	2	1.1	0.9	9	-2.1
Cc1ccc(N(CCCCN2C(=O)c3ccccc3C2=O)C(=O)c2cccc([N+](=O)[O-])c2)cc1	x	7	1	0.3	-5	6	0.9	-2.0	8	0.0
CC1(C)CC(N2CCOCC2)=CC(=[N+]2CCOCC2)C1	4	-2	-10	1.0	-2	-5	1.0	2.9	-2	0.1
CC1CCN(c2ccc3c(c2)S(=O)(=O)c2cccc(C(=O)O)c2C3=O)CC1	10	-7	-11	8.1	2	-1	1.6	0.5	-7	1.1
O=S(=O)(Nc1ccc(-c2cn3c(n2)SCC3)cc1)c1ccccc1F	-2	0	5	-3.3	-1	-6	2.2	-0.4	3	-0.6
Cc1cccc(NC(=O)CSc2nc3c(c(=O)[nH]2)CCC3)c1C	x	16	6	4.3	0	-2	2.6	1.8	0	0.0
CC(C)(C)c1ccc(-n2ncc3c2CCCC3NC(=O)c2ccncc2)cc1 (stereo not drawn)	-3	-7	5	1.5	-2	6	0.9	1.3	-10	-3.4
O=C(c1cc2c(s1)CCCC2)N1CCN(C(=O)C2CCCO2)CC1 (stereo not drawn)	1	-4	0	2.6	-3	-1	2.0	0.8	1	x
CCOc1ccccc1C(C(=O)NCCOC)N(CCOC)C(=O)Cn1nnc2ccccc21 (stereo not drawn)	-1	-5	-6	4.2	-2	-13	1.9	2.3	4	0.2
COc1cc(C(=O)CCN2CCC(c3ccccc3)C2)cc(OC)c1OC (stereo not drawn)	-2	0	8	0.1	-2	-5	4.1	-1.5	95*	-2.0
C=CCn1c(SCc2csc(C)n2)nc2scc(-c3ccc(C)o3)c2c1=O	-3	7	13	0.1	-9	6	1.9	1.0	-3	-1.5
O=C1Cc2c(-c3ccccc3)cc(-c3cccc(Cl)c3)nc2-c2ccccc2N1	-1	1	-35	x	0	-1	2.9	x	-2	-0.8
O=[n+]1cc(-c2cccc3ccccc23)n([O-])c2c1CCC2	x	-7	-11	3.3	-1	-5	1.5	0.5	0	-0.8
CCCS(=O)(=O)NCc1cn2cccc(C)c2n1	0	-11	-36	-0.1	1	2	1.0	-0.2	-7	-1.7
C/C(=N\NS(=O)(=O)c1ccc(C)cc1)c1cccs1	-3	1	x	2.6	-5	-7	-0.9	-0.6	2	-1.0
CC1CN(CC(=O)Nc2nc3ccccc3s2)CC(C)O1 (stereo not drawn)	1	-11	9	4.5	-1	-9	-1.4	0.7	-1	-0.2
CC[C@]12c3[nH]c4cc(-c5ccco5)ccc4c3CCN1C(=O)[C@@H](CC(=O)NCCCn1ccnc1)C[C@@H]2C(=O)N1CCN(C(=O)C2CC2)CC1	-1	-11	20	1.2	0	6	4.0	1.4	-3	-0.2
COc1ccc(S(=O)(=O)NC2CCCCC2)cc1F	-3	0	-9	x	0	-2	1.3	x	-3	-0.4
Cc1ccc(NC(=O)C(C)SCc2nc3sc(C)c(C)c3c(=O)[nH]2)nc1 (stereo not drawn)	-2	1	-14	2.2	2	-2	-0.3	-0.7	0	-0.5
O=C(NCc1cccnc1)/C(=C/c1ccc(Cl)cc1)NC(=O)c1ccccc1	-2	-4	-15	-0.9	2	10	2.3	-3.5	-7	-2.0
CCOC(=O)C1=C(C)NC(=S)N(C(C)=O)C1c1ccc(OC)c(OC)c1 (stereo not drawn)	0	-11	-1	2.5	x	-3	3.2	0.4	-8	-0.5
Cc1ccccc1-c1nc(CS(=O)CC(=O)NCCN2CCN(Cc3ccccc3)CC2)c(C)o1 (stereo not drawn)	x	6	3	0.8	0	5	1.7	0.7	3	-2.6
CC(C)c1ccc(C2C3=C(CC(C)(C)CC3=O)NC3=C2C(=O)c2ccccc23)cc1 (stereo not drawn)	0	-4	-1	2.7	32	-4	3.1	1.4	16	-2.6
COc1ccc(CNC(=O)C(c2ccco2)N(C(=O)c2snc(C(N)=O)c2N)c2cccc(OC)c2)cc1 (stereo not drawn)	-2	11	1	0.3	-1	-2	0.8	1.8	15	-1.3
Cc1cc2ncn(C(=O)N3CCCC3)c2cc1C	0	-4	9	-3.4	3	5	0.9	-0.8	6	-0.7
c1ccc(CCCc2nc(-c3ccccn3)no2)cc1	x	-10	9	1.4	-4	-6	1.4	-1.1	-3	-2.9
Cc1cc(C)c(NS(=O)(=O)c2c(C(=O)N3CCOCC3)c(C)n(C)c2C)c(C)c1	1	-17	17	1.3	3	-8	1.7	-0.9	0	-4.3
C=C(C)COc1ccc(-c2nc(N)ncc2-c2ccc(OC)c(OC)c2)c(O)c1	3	-6	7	x	0	2	-0.1	x	5	x
O=C(Oc1ccc(Br)cc1C(=O)/C=C/c1ccccc1F)c1ccco1	-2	-13	-141	-0.1	4	5	0.3	-0.7	-4	-2.6
O=C(O)CCC(=O)NNc1ccccc1[N+](=O)[O-]	x	-5	11	1.4	2	-23	5.2	-0.1	-1	0.5
O=C(CNC(=O)c1ccc(Cl)cc1)N/N=C/C=C/c1ccccc1	-5	6	2	5.5	0	1	1.1	0.3	15	0.0
COCc1nnc(NC(=O)c2ccc(S(=O)(=O)N(C)Cc3ccccc3)cc2)o1	-1	-11	40	0.8	-1	-3	-1.0	-5.5	2	-1.9
COc1ccc(/C=N/NC(=O)C(=O)Nc2ccccn2)cc1OC	x	-4	3	2.2	2	-4	3.3	2.2	-1	-0.7
CCCCCCC(=O)OCC(=O)c1ccc2c(c1)NC(=O)CO2	2	-12	-8	-0.2	-1	-28	1.7	-2.6	-4	-0.6

(continued)
SMILES	Wnt bcat act	PvdQ inh	PfHsp90 set2	AddAB inh	DAGLB inhibitor	Tat transport	phage Ecoli inh	E coli growth	Rtt109 Vps75	CAL PDZ FP
Cc1csc(SCC(=O)NC(C)c2ccc(F)cc2)n1 (stereo not drawn)	-3	-7	13	-0.1	-1	4	1.2	-0.3	-2	-2.2
CC(C)(C)C(=O)Nc1nnc(SCC(=O)NC2CC2)s1	-2	-4	-14	2.3	1	-15	2.2	-1.3	1	-2.2
C=CCSc1nnc(CNC(=O)c2ccccc2C)n1C(C)C	-3	-19	-8	0.8	-2	2	4.9	-0.8	2	3.5
COC(=O)c1c(C)oc(C)c1S(=O)(=O)NCc1ccco1	0	-13	-8	-0.4	0	0	2.3	0.2	-6	-0.5
COc1ccc(-c2cn3cc(C)ccc3n2)cc1OC	x	-19	-3	1.1	-1	-1	2.1	-0.7	1	0.2
O=C(CSc1nc(N2CCOCC2)nc(N2CCOCC2)n1)Nc1cccc(C(F)(F)F)c1	-2	-16	3	2.1	-3	6	1.3	-1.2	-5	15

Source: PubChem BioAssay (several laboratories)
